# PvdQ acylase: P. aeruginosa PvdQ acylase inhibition; purified PvdQ acylase, fluorescence plate reader; 0.063% of 340,000 active; AID 488965; inhibition, % at 10 µM; in the data active = inhibition above about 30%, passing the limit was not always enough;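 also: 0% = vehicle neutral wells and 100% = reference inhibitor wells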
# NSD2 inh: NSD2 (human) methyltransferase inhibition | O96028 | NSD2 peptide methylation, AlphaScreen, 120 min | inhibition, % at 12.5 µM | 0.54% of 310,000 active | AID 743445; in the data active = inhibition above about 50%
# RTF Ca sens inh: cardiac RTF calcium desensitization | IANBD-labeled cardiac RTF, Ca2+ fluorescence | inhibition, % at 7.15 µM | P19429+P45379 | AID 493244 | 0.12% of 340,000 active;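 active = inhibition above the mean inhibition of all tested compounds plus 3 SD, cut at about 17% in these data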;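 also: assay run at fixed EC70 calcium of 1.6 mM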
# dFosB act: activators of mouse delta FosB homodimer; P13346; purified delta FosB, TAMRA-CDK5 oligo fluorescence polarization; percent of positive-control signal above neutral wells; activation, % at 25 µM; 0.99% of 340,000 active;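 active = mean activation above about 17%, with every replicate also reaching it, limit read from the data, passing the limit was not always enough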;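 also: fluorescence polarization rise as delta FosB binds a TAMRA Cdk5 AP-1 oligo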
# SUMO Mot1 rescue: blocks SUMOylation pathway, rescuing yeast Mot1-301 growth. growth rescue, % at 18.8 µM. 1% of 320,000 active. S. cerevisiae Mot1-301 growth rescue, ATP luminescence, 38.5C; percent above DMSO median, 100 means doubled;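 active = every valid replicate shows activation above 250% relative to neutral control wells; inactive = the rest, any valid replicate at or below 250%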;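 also: OY570 slx delta 5 strain wells were the positive control but not used for scaling; some compounds called inactive have numbers as strong as hits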
# C-LANA FP: blocks KSHV LANA C-terminal domain binding to DNA. MBP-C-LANA/FAM-LBS DNA binding, fluorescence polarization. inhibition, % at 9 µM. 0.078% of 340,000 active. AID 504423;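 active = highest replicate inhibition at or above 60% at 9 µM, even if other replicates fall short; inactive = all replicates below 60% inhibition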;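 also: 0% = neutral control wells and 100% = 4 µM acridine orange control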
# cardiac RTF act: cardiac RTF calcium sensitization; 0.24% of 340,000 active; IANBD-labeled TnC RTF fluorescence at EC20 calcium; 0% EC20 calcium, 100% full calcium; P19429+P45379; activation, % at 7.2 µM;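 active = activation above the mean over all tested compounds plus 3 SD, cut at about 30% in these data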;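 also: rise in fluorescence read as greater calcium sensitivity of cardiac thin filaments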
# PfHsp90 set2: inhibits growth of yeast expressing Plasmodium falciparum Hsp90. 0.32% of 310,000 active. AID 504621. S. cerevisiae expressing PfHsp90, BacTiter-Glo ATP, 48 h; yeast lacking PDR1 and PDR3 efflux regulators. inhibition, % at 9.4 µM;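 active = every replicate shows inhibition above about 80%, whatever the replicate mean, limit read from the data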;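 also: 0% = DMSO neutral controls and 100% = 20 µM radicicol positive controls; yeast relying on Plasmodium falciparum Hsp90 in place of its own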
# Rtt109 HAT inh: C. albicans Rtt109 histone acetyltransferase inhibition; purified Rtt109/Vps75, ThioGlo CoA-SH fluorescence, 4 h; inhibition, % at 34.9 µM; 0.16% of 330,000 active; Q5AAJ8; AID 540336;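 active = inhibition of at least 50% in every replicate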
# Target sequence (Q5AAJ8 whole entry, looked up): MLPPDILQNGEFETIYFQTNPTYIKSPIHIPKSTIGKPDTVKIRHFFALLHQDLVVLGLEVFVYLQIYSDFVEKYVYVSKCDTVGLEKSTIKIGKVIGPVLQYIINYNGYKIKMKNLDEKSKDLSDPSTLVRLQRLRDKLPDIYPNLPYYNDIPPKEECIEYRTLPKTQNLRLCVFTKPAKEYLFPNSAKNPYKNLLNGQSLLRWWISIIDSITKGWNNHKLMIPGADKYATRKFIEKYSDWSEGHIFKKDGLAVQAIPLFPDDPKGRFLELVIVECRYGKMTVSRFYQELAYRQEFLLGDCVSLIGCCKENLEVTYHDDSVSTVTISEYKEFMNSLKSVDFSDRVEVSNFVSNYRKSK
# CDK5 p35 inh: inhibitors of human CDK5/p35 kinase; Q00535+Q15078; Recombinant CDK5/p35, ADP-Glo luminescence, 60 min; inhibition, % at 10 µM; 0.01% of 330,000 active; AID 488839;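 active = highest replicate inhibition of at least 50% and at least 75% of replicates reaching 50%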;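 also: plate controls were DMSO neutral control for no effect and GW8510 at 10 µM for full effect; many of its hits are not listed in these tables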
# Keap1 Nrf2 FP: disrupts human Keap1 binding to Nrf2 peptide | Q14145 | Keap1 Kelch-Nrf2 peptide fluorescence polarization, 1536-well | inhibition, % at 9.4 µM | 0.15% of 340,000 active; in the data active = inhibition above about 12%;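 also: human Keap1 Kelch domain with fluorescein labeled Nrf2 9mer peptide probe; 0% = neutral control wells and 100% = peptide positive control; higher means more block of Keap1 binding to Nrf2 peptide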
# Target sequence (Q14145 whole entry, looked up, the tested form may be a part): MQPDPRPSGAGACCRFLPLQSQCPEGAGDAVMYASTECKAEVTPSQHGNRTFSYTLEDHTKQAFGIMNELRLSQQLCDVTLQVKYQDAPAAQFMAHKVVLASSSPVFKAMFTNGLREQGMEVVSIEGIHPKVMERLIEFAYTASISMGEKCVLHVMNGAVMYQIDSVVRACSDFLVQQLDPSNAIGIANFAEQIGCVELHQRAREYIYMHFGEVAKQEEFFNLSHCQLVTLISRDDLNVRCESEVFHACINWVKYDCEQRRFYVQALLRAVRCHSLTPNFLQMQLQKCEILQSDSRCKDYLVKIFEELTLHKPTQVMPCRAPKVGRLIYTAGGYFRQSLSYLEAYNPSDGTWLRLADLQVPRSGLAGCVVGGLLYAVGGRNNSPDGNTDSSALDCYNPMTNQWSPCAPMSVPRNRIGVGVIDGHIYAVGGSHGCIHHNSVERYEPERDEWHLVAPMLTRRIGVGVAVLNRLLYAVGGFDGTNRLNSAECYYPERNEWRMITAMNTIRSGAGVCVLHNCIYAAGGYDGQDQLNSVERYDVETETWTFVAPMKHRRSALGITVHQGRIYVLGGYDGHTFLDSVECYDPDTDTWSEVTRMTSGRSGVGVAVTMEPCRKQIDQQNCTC
# * marks the source's active call; other numbers are inactive results; nt = no result given.
# Below each compound: PvdQ acylase	NSD2 inh	RTF Ca sens inh	dFosB act	SUMO Mot1 rescue	C-LANA FP	cardiac RTF act	PfHsp90 set2	Rtt109 HAT inh	CDK5 p35 inh	Keap1 Nrf2 FP
COc1cc(C)ccc1Oc1nc(-c2ccccc2O)nc2ccccc12
  -9	-1	8	0	18	-1.6	-4	22	-9	0.0	2
O=C(CN1CCCCC1)N1CCc2ccccc21
  -14	6	4	3	4	3.4	0	-4	4	-0.8	0
C/C=C/C(=O)OCC(=O)Nc1nc2ccc(C)cc2s1
  -16	-7	-7	13	361*	-1.2	-8	34	2	0.0	-2
Cc1ccc(CNC(N)=S)cc1
  5	6	11	-12	5	8.2	2	41	0	0.7	-2
O=C(Cc1cccs1)N/N=C/C(Cl)=C/c1ccccc1
  -8	21	-10	15	32	0.0	-1	3	0	-1.8	0
O=C(c1cc(S(=O)(=O)N2CCOCC2)ccc1Cl)N1CCOCC1
  -3	-3	-3	3	1	-2.0	-4	-1	-5	1.9	1
COc1ccc(/C=N/Nc2nc(N3CCCC3)nc(N3CCCC3)n2)c(OC)c1OC
  -12	-1	3	3	-12	0.8	-1	-7	-4	-0.2	1
CCOC(=O)c1c(C)c(C(=O)Nc2ccc(N(C)C)cc2)c(C)n1CC
  -6	-2	0	-9	-4	-1.8	1	7	4	-0.2	0
Cc1c(NC(=O)c2cc3c(s2)CCCC3)c(=O)n(-c2ccccc2)n1C
  -8	13	-7	1	-6	nt	2	nt	-12	-0.4	nt
CN1C(=O)CC(C(=O)O)SC1=Nc1cc(Cl)cc(Cl)c1 (stereo not given)
  2	-1	-6	6	7	1.0	0	14	3	0.2	-2
COc1ccc(OCCCC(=O)Nc2cccnc2)cc1
  -16	-2	-1	-1	765	-0.6	0	-23	-3	0.0	-3
CCc1ccc(-n2c(=O)c3c(C)c(C)sc3n(CC(=O)NCC3CCCO3)c2=O)cc1 (stereo not given)
  4	-1	11	-7	-5	1.0	-3	17	7	-0.8	4
CC1(C)CC(=O)C(C=Nc2ccc3[nH]ncc3c2)=C(O)C1
  5	nt	-3	1	10	-1.8	5	2	-12	2.3	-1
O=C(OC1CCCCC1=O)c1cc(Cl)ccc1[N+](=O)[O-] (stereo not given)
  -6	1	-7	-5	-7	-1.4	1	2	-1	-3.3	-5
O=C(/C=C/c1ccco1)N(c1ccccn1)c1ccccn1
  -6	77*	-1	-13	nt	15	-2	-10	-19	1.8	-5
Cc1ccc(C(=O)N/C(=C\c2cccs2)C(=O)N2CCOCC2)cc1C
  -16	-1	3	-14	17	0.6	7	-4	-1	-0.9	-2
O=C(CCNS(=O)(=O)c1ccccc1)NNC(=O)c1cccc(Cl)c1
  2	2	5	-5	15	0.3	-4	5	9	-0.1	4
Cc1ccc2c(c1)N(CC(=O)NCCCN1CCOCC1)C(=O)c1cccnc1O2
  7	nt	-7	0	-6	-1.2	2	2	3	1.0	1
COc1cccc(/C(C)=N/Nc2ccc(S(=O)(=O)N3CCCCC3)cn2)c1
  -3	1	4	-3	21	0.4	-2	-32	-2	-2.1	1
Cc1nc(N2CCN(C(=O)c3ccco3)CC2)c(C#N)c2c1CCCC2
  -13	-3	-7	-4	-3	0.1	7	8	-4	-2.1	-5
CCn1c(CNC(=O)c2ccco2)nnc1SCC(=O)Nc1cc(F)ccc1C
  -15	1	-8	1	-14	0.7	-6	3	-7	0.9	0
COc1cccc(N2CCN(C(=O)C3CCN(S(=O)(=O)c4ccc5c(c4)oc(=O)n5C)CC3)CC2)c1
  -12	1	-1	-19	-1	-2.1	-1	6	6	0.7	-4
Cc1cccc([C@@H]2[C@@H]3C(=O)N(Cc4ccccc4)C(=O)[C@@H]3[C@]3(Cc4ccc(Cl)cc4)C(=O)N(c4ccc(Br)cc4)C(=O)N23)c1
  -11	nt	-2	-2	-5	-0.2	-4	-24	-2	0.4	-4
CC(C)C[C@H](NC(=O)Nc1cccc(C(F)(F)F)c1)C(=O)O
  -11	-2	-6	-11	-4	-0.2	-6	13	15	0.1	0
COC(=O)CCCC1=CC2=CC(=O)C(C)(OC(=O)c3cccs3)C(=O)C2=CN1CC1CC1 (stereo not given)
  -2	nt	-14	-3	414	0.5	-7	nt	10	0.1	3
O=C(Cc1ccccc1)N/N=C/c1ccccc1OCc1ccc(Cl)cc1
  -8	1	-4	3	314	-1.7	-3	3	-6	1.7	-2
CCOC(=O)c1sc2ncnc(NCC(c3cccs3)N(C)C)c2c1C (stereo not given)
  -1	0	-8	-8	-2	-1.1	-4	2	6	-0.3	-1
CCN1C/C(=C/c2ccc(N3CCOCC3)cc2)C(=O)/C(=C/c2ccc(N3CCOCC3)cc2)C1
  -12	4	-22	3	-9	0.7	27	3	-1	1.5	-4
CCOC(=O)C1(C(=O)OCC)NC(=O)CC1C (stereo not given)
  6	0	1	1	nt	-1.0	-2	-2	-5	0.2	5
CC(C)(C)NC(=O)C(OC(=O)c1cccs1)c1ccccc1 (stereo not given)
  5	-2	-1	0	2	2.1	1	33	-4	4.3	-9
O=C(Nc1ccc2c(c1)OCO2)c1ccc2c(c1)S(=O)(=O)c1ccccc1C2=O
  -10	nt	2	-3	-19	0.7	-4	-7	3	-0.3	1
CN(C)CCCN(C(=O)c1ccco1)c1nc2cc3c(cc2s1)OCO3
  3	10	-2	-2	2	-3.6	-7	5	22	0.2	1
COc1ccc(OCC(=O)Nc2cc(-c3nn(C)c(=O)c4ccccc34)ccc2OC)cc1
  -5	-3	-11	-14	-12	0.9	-6	-60	5	-0.4	2
CC1(C)C(=O)Nc2ccccc2N1C(=O)COC(=O)CCSc1ccccc1
  12	nt	-3	-2	nt	0.5	6	9	-1	-0.4	-1
Cc1csc(SCC(=O)NC(=O)NCCC(C)C)n1
  2	3	-3	1	2	-0.5	-2	-79	-8	-1.1	1
CN(C)S(=O)(=O)N(CC(=O)Nc1ccc2ccccc2c1)c1ccccc1
  -7	0	-3	-10	-26	-3.7	2	-21	-1	0.2	0
CSc1ncc(Cl)c(C(=O)NCc2ccc3c(c2)OCO3)n1
  8	28	-1	0	7	0.6	-1	nt	11	0.5	-2
Nc1nc(SCC(=O)Nc2ccc([N+](=O)[O-])cc2)[nH]c(=O)c1NC(=O)c1ccc(Br)o1
  -3	nt	-13	-7	28	-0.8	-2	-9	-5	1.4	-1
COc1ccc(S(=O)(=O)NCc2cc(=O)n(C)c(=O)n2C)cc1F
  -2	-1	-3	-6	0	-2.0	1	-28	-2	1.1	-3
CN(CC(=O)Nc1c(Cl)cccc1Cl)C(=O)c1cc(S(=O)(=O)N(C)C)ccc1N1CCCC1
  -9	-2	2	-7	-7	-1.3	-5	-24	-9	1.0	0
COc1cccc(NC(=S)N(CCCN2CCC(C)CC2)Cc2cccs2)c1
  0	nt	-1	-3	1	1.6	-1	22	3	0.6	1
COC(=O)c1ccc(S(=O)(=O)N(Cc2ccccc2)Cc2ccccc2)n1C
  -10	0	-2	0	-6	0.4	1	13	-5	1.1	-1
O=C(CS(=O)(=O)c1ccc(Cl)cc1)Nc1nnc(-c2cccs2)o1
  -9	-2	-3	-2	6	-0.7	-7	-7	4	0.2	-3
COc1cc(OC)c(OC)cc1/C=N/NC(=O)CSc1ccccc1F
  12	2	-7	9	12	-3.2	-2	24	-7	0.1	2
O=C(CSC1=NCCN1)NC12CC3CC(CC(C3)C1)C2
  -14	-1	-11	-19	4	-0.6	-2	22	-137	-0.7	-4
CCOC(=O)N1CCN(C(=O)C(C)NC(=O)c2ccco2)CC1 (stereo not given)
  9	-3	-1	-2	5	-1.7	-3	-2	7	-0.3	0
Cn1ccnc1C1CCCCN1C(=O)c1cc(COc2ccc(F)cc2F)on1 (stereo not given)
  -3	0	-3	0	59	-0.3	2	-7	-5	-0.7	1
Cc1ccc(CC2C(=O)N(c3cc(Cl)ccn3)C(=O)C2C)cc1 (stereo not given)
  -11	-6	-4	-5	-17	-0.4	10	-11	1	0.2	4
Cc1cccc(-n2c(O)c(C=Nc3ccccc3)c3ccccc3c2=O)n1
  -12	5	-4	-14	-7	-0.7	-3	-2	14	1.0	-1
C=CCNC(=S)NC1CC(C)(C)NC(C)(C)C1
  -7	-1	7	-1	0	-1.4	3	29	-5	-2.1	-2

# Compound profiles (already shown). Values in the order: PvdQ acylase | NSD2 inh | RTF Ca sens inh | dFosB act | SUMO Mot1 rescue | C-LANA FP | cardiac RTF act | PfHsp90 set2 | Rtt109 HAT inh | CDK5 p35 inh | Keap1 Nrf2 FP
# `Cc1cccc(-n2c(O)c(C=Nc3ccccc3)c3ccccc3c2=O)n1` is listed with -12 | 5 | -4 | -14 | -7 | -0.7 | -3 | -2 | 14 | 1.0 | -1
# `COC(=O)c1ccc(S(=O)(=O)N(Cc2ccccc2)Cc2ccccc2)n1C` is listed with -10 | 0 | -2 | 0 | -6 | 0.4 | 1 | 13 | -5 | 1.1 | -1

# Next section:
# Below each compound: PvdQ acylase	NSD2 inh	RTF Ca sens inh	dFosB act	SUMO Mot1 rescue	C-LANA FP	cardiac RTF act	PfHsp90 set2	Rtt109 HAT inh	CDK5 p35 inh	Keap1 Nrf2 FP
OCCC1CN(CCCc2ccccc2)CCN1CCc1ccccc1 (stereo not given)
  -10	3	1	-15	55	-1.0	5	2	5	1.2	-4
CCC(CC)C(=O)Nc1c2c(nn1-c1ccc(C)cc1)CS(=O)(=O)C2
  3	-1	-4	2	-18	-2.5	2	-13	12	1.4	-4
O=C(NCC1CCCO1)c1nc2c(nnn2Cc2ccc(F)cc2)c(=O)[nH]1 (stereo not given)
  -8	-1	-6	-7	64	-0.6	9	nt	-7	0.1	5
O=c1cccc(-c2ccc(Br)cc2)o1
  2	-1	-5	0	3	0.7	4	-36	0	1.4	-3
CC(C)COC(=O)CCNc1n[nH]c(=O)[nH]c1=O
  -19	-5	-15	2	-6	-4.0	-6	-5	0	-0.6	-3
COc1ccc(S(=O)(=O)NCc2ccncc2)cc1NC(=O)c1ccccc1C
  -8	nt	-3	-14	0	-0.3	-4	18	4	0.2	0
COc1ccccc1NC(=O)CSc1nncn1-c1cccnc1
  -3	2	-5	-1	483	3.8	5	15	-7	-1.6	-4
CC(C)(C)c1nnc(NC(=O)CCS(=O)(=O)Cc2ccccc2)s1
  -13	0	-12	-10	25	-0.7	-2	32	6	-0.9	-6
Cc1cc(S(=O)(=O)Nc2ccc(F)cc2)c(C)s1
  5	-4	-7	-8	-4	-0.7	0	6	16	0.2	1
CCCC(CCC)C(=O)OC1C[C@H]2CC[C@@H](C1)[N+]2(C)C (stereo not given in full)
  -12	nt	-8	-3	23	1.9	9	-13	4	0.7	1
O=C(NC(Cc1c[nH]c2ccccc12)C(=O)O)c1ccc(Br)cc1 (stereo not given)
  3	15	2	-6	-6	0.0	5	8	10	0.3	-5
O=C(NCCCN1CCOCC1)NC1CCCCC1
  -6	0	-11	-9	-6	1.8	2	-38	1	0.2	-5

# Printed as active in SUMO Mot1 rescue, among the entries above:
mol | PvdQ acylase | NSD2 inh | dFosB act | SUMO Mot1 rescue | C-LANA FP | PfHsp90 set2 | Rtt109 HAT inh | CDK5 p35 inh | Keap1 Nrf2 FP
C/C=C/C(=O)OCC(=O)Nc1nc2ccc(C)cc2s1 | -16 | -7 | 13 | 361* | -1.2 | 34 | 2 | 0.0 | -2

# High-throughput results: PubChem BioAssay, several laboratories
